Compound activity from PubChem.
DT40 TDP1 no CPT: qHTS for Inhibitors of human tyrosyl-DNA phosphodiesterase 1 (TDP1): qHTS in cells in absence of CPT; DT40 Tdp1-/- hTDP1 cells, no CPT, ATP luminescence, 48 h; Potency, µM (titrated, usually from 46.2 µM), inactives show top-dose activity change, negative = growth inhibition, usual class: inhibitors; actives 15% (n = 420,000); AID 686978, 2013; note: nearly all actives have a fitted effect of over 55% in size
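Chicken DT40 Tdp1-/- cells complemented with human TDP1, screened without camptothecin (DMSO vehicle only), 400 cells/well. Compounds pin-transferred, cells incubated at 37 °C for at least 48 hr. Growth read as ATP-dependent luminescence (CellTiter-Glo, 30 min at RT).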
KAT2A inh: blocks human GCN5L2 histone acetyltransferase; GCN5L2 HAT assay, ThioGlo1 CoA-SH fluorescence; actives 0.21% (n = 390,000); Q92830; Potency, µM (highest dose often 58.9 µM), for the others: at the highest dose activity change, negative = inhibition, most hits filed as inhibitors; AID 504327
Target sequence (Q92830 whole entry, looked up): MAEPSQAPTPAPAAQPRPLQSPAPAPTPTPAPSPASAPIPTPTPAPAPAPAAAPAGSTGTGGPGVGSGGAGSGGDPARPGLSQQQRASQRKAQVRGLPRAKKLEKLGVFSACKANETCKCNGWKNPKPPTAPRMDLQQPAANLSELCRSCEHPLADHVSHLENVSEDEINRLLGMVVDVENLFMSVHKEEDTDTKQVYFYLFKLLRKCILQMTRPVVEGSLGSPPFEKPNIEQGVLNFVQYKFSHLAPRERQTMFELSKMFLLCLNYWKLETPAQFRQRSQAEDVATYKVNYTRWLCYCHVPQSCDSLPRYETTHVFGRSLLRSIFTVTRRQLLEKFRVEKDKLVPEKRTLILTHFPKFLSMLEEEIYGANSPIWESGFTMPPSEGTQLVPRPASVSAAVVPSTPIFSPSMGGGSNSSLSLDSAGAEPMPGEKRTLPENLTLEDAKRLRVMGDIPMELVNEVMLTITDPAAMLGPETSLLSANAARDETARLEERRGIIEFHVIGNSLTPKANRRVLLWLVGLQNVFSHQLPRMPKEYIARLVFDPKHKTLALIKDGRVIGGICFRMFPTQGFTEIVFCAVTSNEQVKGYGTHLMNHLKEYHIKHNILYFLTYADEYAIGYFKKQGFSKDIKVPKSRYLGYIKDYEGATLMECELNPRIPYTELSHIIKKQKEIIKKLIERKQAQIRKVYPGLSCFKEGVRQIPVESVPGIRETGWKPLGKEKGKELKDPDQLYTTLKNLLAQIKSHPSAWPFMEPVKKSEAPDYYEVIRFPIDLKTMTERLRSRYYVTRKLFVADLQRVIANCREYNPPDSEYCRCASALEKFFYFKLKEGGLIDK
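GCN5L2 (20 nM) in 50mM HEPES pH 7.5, 0.1mM EDTA, 0.01% Tween-20 preincubated 15 min with compounds at room temperature. Reaction started with H3(1-25) 75uM, acetyl-CoA 70uM, ThioGlo1 50uM; CoA-thiol fluorescence (Ex340/Em540) read at 0 and 20 min.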
DT40 TDP1 CPT: growth inhibition of DT40 Tdp1-/-;hTDP1 cells with camptothecin (screen for TDP1 inhibitors); chicken DT40 Tdp1-/-;hTDP1 cells + 20 nM CPT, ATP luminescence, 48 h; actives 12% (n = 420,000); AID 686979; Potency, µM (highest dose often 46.2 µM), for inactives: at the highest dose activity change, negative = growth inhibition, most hits filed as inhibitors; note: nearly all actives have a fitted effect of over 55% in size
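Chicken DT40 Tdp1-/- cells stably complemented with human TDP1 were seeded at 400 cells/well in medium containing 20 nM camptothecin, exposed to pin-transferred compounds, and grown at 37 °C for at least 48 hr. Viability was read as ATP luminescence.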
* = called active by the depositor. Calls come from the whole dose curve; as a rule, active = well fitted curve in the direction sought with a large enough effect; inconclusive = small, poorly fitted or top-dose-only effect, or another doubt; inactive = no such curve, though single readings can be large; an effect the other way counts as inactive or inconclusive. % is set by controls: 0 for no effect and ±100 for the full control effect; potency is the fitted concentration of half-maximal effect.

Results for CC(=O)c1cc2c(C)c(C(=O)c3ccccc3)oc2cc1O ?
DT40 TDP1 no CPT: inconclusive; KAT2A inh: -6%; DT40 TDP1 CPT: -13%

Results for O=C(Nc1cccc(C(F)(F)F)c1)C1Cc2c(-c3ccccc3Oc3ccccc3)ccnc2O1 (centres undefined) ?
DT40 TDP1 no CPT: 16µM*; DT40 TDP1 CPT: 23µM*

Results for CC(C)[C@@H](NC(=O)OC(C)(C)C)c1cc(C(=O)c2c(-c3ccccc3)[nH]c3ccccc23)c(N)s1 ?
DT40 TDP1 no CPT: 18µM*; DT40 TDP1 CPT: 18µM*

Results for CCn1c2ccccc2c2cc(NC(=O)N3CCCCC3)ccc21 ?
DT40 TDP1 no CPT: 23µM*; DT40 TDP1 CPT: 18µM*

What do the screens show for `O=[N+]([O-])c1ccc(C=CC=Cc2ccccc2)cc1`?
DT40 TDP1 no CPT: inconclusive; DT40 TDP1 CPT: -23%

Results for Cc1ccc(Nc2nc(C)nc3c2oc2ccccc23)cc1 ?
DT40 TDP1 no CPT: inconclusive; KAT2A inh: -1%; DT40 TDP1 CPT: inconclusive

Results for CCCCOc1ccc(S(=O)(=O)n2nc(C)c(S(=O)(=O)N3CCC(C)CC3)c2C)cc1 ?
DT40 TDP1 no CPT: -12%; KAT2A inh: 2%; DT40 TDP1 CPT: -19%

How did Cn1nc(NC(=O)C(F)(F)F)c2ncc(-c3ccccc3)nc21 do in these assays?
DT40 TDP1 no CPT: inconclusive; DT40 TDP1 CPT: 8%

Results for CC(C)(C)NC(=O)NC(=O)COC(=O)c1cccc(NS(=O)(=O)c2ccc(F)c(F)c2)c1 ?
DT40 TDP1 no CPT: inconclusive; KAT2A inh: -4%; DT40 TDP1 CPT: -26%

How did O=C(O)c1cccc(Cn2c(Cl)c(/C=N/NC(=O)c3ccco3)sc2=O)c1 do in these assays?
DT40 TDP1 no CPT: 7%; KAT2A inh: 0%; DT40 TDP1 CPT: -21%

Results for COc1ccc(/C=C/C(=O)c2ccc([N+](=O)[O-])o2)cc1 ?
DT40 TDP1 no CPT: 2.6µM*; KAT2A inh: -3%; DT40 TDP1 CPT: 2.3µM*

What do the screens show for `CCOc1ccc(S(=O)(=O)NC(C)C)cc1C(N)=O`?
DT40 TDP1 no CPT: -4%; KAT2A inh: 17%; DT40 TDP1 CPT: 13%

Results for O=C(Cn1cccc1)N1CCN(C(c2ccccc2)c2ccccc2)CC1 ?
DT40 TDP1 no CPT: -22%; KAT2A inh: -1%; DT40 TDP1 CPT: inconclusive

What do the screens show for `CCCCn1c(NCc2ccc(OC)cc2O)nc2ccccc21`?
DT40 TDP1 no CPT: 10µM*; KAT2A inh: 2%; DT40 TDP1 CPT: 15µM*

How did COc1ccccc1-n1c(=O)oc2ccc(Cl)cc2c1=O do in these assays?
DT40 TDP1 no CPT: 16µM*; KAT2A inh: 1%; DT40 TDP1 CPT: inconclusive

What do the screens show for `CS(=O)(=O)c1ccc(CNC(=O)C2(C(F)(F)F)C/C(=C/CCO)CCCO2)cc1` (centres undefined)?
DT40 TDP1 no CPT: 21%; DT40 TDP1 CPT: -2%

How did O=C(COC(=O)c1n[nH]c(=O)c2ccccc12)NC1CCCCC1 do in these assays?
DT40 TDP1 no CPT: 22%; KAT2A inh: 2%; DT40 TDP1 CPT: -3%

Results for Cc1cccc(N=C(N2CCOCC2)P(=O)(N2CCOCC2)N2CCOCC2)c1 ?
DT40 TDP1 no CPT: -10%; KAT2A inh: -11%; DT40 TDP1 CPT: -20%

Results for CCN1CCN(S(=O)(=O)c2ccc(OC)c3ccccc23)CC1 ?
DT40 TDP1 no CPT: -21%; KAT2A inh: inconclusive; DT40 TDP1 CPT: -3%

What do the screens show for `COc1cc(-c2nnc(-c3ccc(S(=O)(=O)c4ccccc4)cc3)o2)cc(OC)c1OC`?
DT40 TDP1 no CPT: 12µM*; KAT2A inh: -11%; DT40 TDP1 CPT: 12µM*

Results for Cc1cccc(NC(=O)CNc2cc(C)ccc2C)c1 ?
DT40 TDP1 no CPT: inconclusive; KAT2A inh: -13%; DT40 TDP1 CPT: -28%

How did Cc1nnc(-c2ccccc2)c[n+]1[O-] do in these assays?
DT40 TDP1 no CPT: 1%; KAT2A inh: -2%; DT40 TDP1 CPT: -6%

How did Cc1ccc(CS(=O)(=O)c2ccccc2-c2nnc(-c3ccc(Cl)cc3)o2)cc1 do in these assays?
DT40 TDP1 no CPT: 18µM*; KAT2A inh: 22%; DT40 TDP1 CPT: inconclusive

What do the screens show for `C[C@H]1CCCCO[C@@H](CN(C)S(=O)(=O)c2ccc(Cl)cc2)[C@@H](C)CN([C@@H](C)CO)C(=O)c2cc(NS(=O)(=O)c3ccccc3)ccc2O1`?
DT40 TDP1 no CPT: inconclusive; DT40 TDP1 CPT: inconclusive

How did Cc1cc(C)n2nc(C(=O)Nc3ccc(S(=O)(=O)N4CCCCC4)cc3)nc2n1 do in these assays?
DT40 TDP1 no CPT: inconclusive; KAT2A inh: 2%; DT40 TDP1 CPT: -28%

How did O=C(Nc1c(Cl)cccc1Cl)C1CCC1 do in these assays?
DT40 TDP1 no CPT: 3%; KAT2A inh: 1%; DT40 TDP1 CPT: 8%

How did Cc1nc(NC(=O)CC(C)C)sc1-c1csc(Nc2ccc(Cl)cc2)n1 do in these assays?
DT40 TDP1 no CPT: 15µM*; KAT2A inh: -3%; DT40 TDP1 CPT: inconclusive

How did CC(C)(C)NS(=O)(=O)c1ccc2nc(NC(=O)Cc3cccs3)sc2c1 do in these assays?
DT40 TDP1 no CPT: 15µM*; KAT2A inh: -4%; DT40 TDP1 CPT: inconclusive

Results for COc1cc2c(cc1OC)C(C)=NC1(CCCCC1)C2 ?
DT40 TDP1 no CPT: -3%; KAT2A inh: -25%; DT40 TDP1 CPT: 2%

How did COc1cccc(-c2nn(-c3ccc(C)cc3)cc2C(=O)N2CCc3cc(OC)c(OC)cc3C2)c1 do in these assays?
DT40 TDP1 no CPT: inconclusive; KAT2A inh: inconclusive; DT40 TDP1 CPT: 18µM*

Results for CN(CC(=O)Nc1ccc(F)cc1)C(=O)COc1ccc([N+](=O)[O-])cc1Cl ?
DT40 TDP1 no CPT: inconclusive; KAT2A inh: -4%; DT40 TDP1 CPT: inconclusive

Results for C/C(CC(=O)Nc1ccc(Cl)cc1Cl)=N\NC(=O)C(=O)NCCO ?
DT40 TDP1 no CPT: 22%; KAT2A inh: 0%; DT40 TDP1 CPT: 4%

What do the screens show for `Cc1ccc(C(=O)Nc2cccc(-c3nc(CNC(=O)C4(C)CC4)c(C)o3)c2)s1`?
DT40 TDP1 no CPT: -6%; DT40 TDP1 CPT: -9%

How did NC(=O)c1ccsc1NC(=O)c1ccc(S(=O)(=O)N2CCCCC2)cc1 do in these assays?
DT40 TDP1 no CPT: inconclusive; KAT2A inh: -14%; DT40 TDP1 CPT: inconclusive

Results for O=C(Cn1nnc(-c2cccc(C(F)(F)F)c2)n1)NC1CCCC1 ?
DT40 TDP1 no CPT: inconclusive; KAT2A inh: -7%; DT40 TDP1 CPT: -16%

What do the screens show for `CC1=C(C(=O)N(C)C)CC(CC(=O)NC2CCCC2)C(=O)N1Cc1ccc(F)cc1` (centres undefined)?
DT40 TDP1 no CPT: -24%; DT40 TDP1 CPT: 1%

Results for CCC1=C(OC(=O)N(CC)CC)N2C(=O)OC(=NCC(=O)OC)[C@]2(Cc2ccccc2)[C@H]2C1=CC[C@H]1C(=O)NC(=O)[C@H]12 ?
DT40 TDP1 no CPT: 0%; KAT2A inh: -15%; DT40 TDP1 CPT: 8%

How did O=C(CC(SCCO)c1ccc(F)cc1)c1ccco1 (centres undefined) do in these assays?
DT40 TDP1 no CPT: 16µM*; KAT2A inh: 18%; DT40 TDP1 CPT: 18µM*

Results for CC(C)Oc1ccc(C(=O)Nc2cc(S(=O)(=O)N3CCOCC3)ccc2N2CCOCC2)cc1 ?
DT40 TDP1 no CPT: 21µM*; KAT2A inh: -4%; DT40 TDP1 CPT: inconclusive

Results for COc1cccc(CN2CCc3ccc(NC(=O)CCc4ccc(C)cc4)cc3C2)c1O ?
DT40 TDP1 no CPT: -8%; KAT2A inh: -3%; DT40 TDP1 CPT: -25%

How did Cc1cc(CNC(=O)COc2cc(F)ccc2[N+](=O)[O-])c2ccccc2n1 do in these assays?
DT40 TDP1 no CPT: 12µM*; KAT2A inh: -4%; DT40 TDP1 CPT: 12µM*

Results for Cc1ccc(N2CCN(C(=O)CCS(=O)(=O)c3cc4c(cc3Cl)NC(=O)CO4)CC2)c(C)c1 ?
DT40 TDP1 no CPT: 21µM*; KAT2A inh: -9%; DT40 TDP1 CPT: 23µM*

Results for COc1ccc(CCNC(=S)NCCc2c[nH]c3ccccc23)cc1 ?
DT40 TDP1 no CPT: inconclusive; KAT2A inh: -6%; DT40 TDP1 CPT: inconclusive

How did CCC(C(N)=NCCc1ccc(OC)c(OC)c1)c1ccccc1 (centres undefined) do in these assays?
DT40 TDP1 no CPT: 8.2µM*; KAT2A inh: 0%; DT40 TDP1 CPT: 15µM*

How did Cc1ccc(N(C(=O)Cn2nnc(-c3ccc(F)cc3)n2)C(CC(C)C)C(=O)NCC2CCCO2)cc1 (centres undefined) do in these assays?
DT40 TDP1 no CPT: inconclusive; KAT2A inh: -13%; DT40 TDP1 CPT: inconclusive

What do the screens show for `C=CCOc1ccc(CN(C)C(=O)CN2C(=O)c3ccccc3C2=O)cc1`?
DT40 TDP1 no CPT: -4%; KAT2A inh: -9%; DT40 TDP1 CPT: -7%

How did CCOc1ccc(-c2cc(OC(=O)c3ccc(F)cc3)c3c(C)oc(C)c3c(=O)c2)cc1 do in these assays?
DT40 TDP1 no CPT: 16µM*; KAT2A inh: -12%; DT40 TDP1 CPT: inconclusive

What do the screens show for `COCCNC(=O)CSc1nc(-c2ccccc2)[nH]c1-c1ccc(OC)cc1`?
DT40 TDP1 no CPT: inconclusive; KAT2A inh: -2%; DT40 TDP1 CPT: -22%

Results for CC(C)c1onc(C(=O)N(C)C2CCCCC2)c1[N+](=O)[O-] ?
DT40 TDP1 no CPT: -30%; KAT2A inh: -4%; DT40 TDP1 CPT: inconclusive

Results for CCc1ccccc1NC(=S)N(CCCN1CCOCC1)Cc1cccs1 ?
DT40 TDP1 no CPT: inconclusive; KAT2A inh: 5%; DT40 TDP1 CPT: inconclusive

Results for C=CCSc1nnc(-c2ccccc2N=Cc2c(C)[nH]n(-c3ccccc3)c2=O)c(=O)[nH]1 ?
DT40 TDP1 no CPT: inconclusive; KAT2A inh: -8%; DT40 TDP1 CPT: inconclusive

What do the screens show for `Fc1ccc(CSc2nsc(SCc3ccc(F)cc3)n2)cc1`?
DT40 TDP1 no CPT: -7%; KAT2A inh: -13%; DT40 TDP1 CPT: -2%

Results for COc1ccccc1NC(=O)CCN1CCN(c2ccc(Cl)cc2)CC1 ?
DT40 TDP1 no CPT: inconclusive; KAT2A inh: -2%; DT40 TDP1 CPT: 15µM*
